Assay outcomes deposited in PubChem by Johns Hopkins Ion Channel Center.
CHT PAM – allosterically activates the human high affinity choline transporter; B-score at 10 µM; 310,000 compounds, 0.49% hits; CHT-expressing cells, membrane potential dye, choline EC20; stronger effect = higher value; LV-AA mutant CHT in HEK293 cells; Q9GZV3; AID 488977;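 active = initial fluorescence not abnormally high and integrated response B-score, plate-corrected, over 3 SD above library mean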
Target sequence (Q9GZV3 whole entry, looked up): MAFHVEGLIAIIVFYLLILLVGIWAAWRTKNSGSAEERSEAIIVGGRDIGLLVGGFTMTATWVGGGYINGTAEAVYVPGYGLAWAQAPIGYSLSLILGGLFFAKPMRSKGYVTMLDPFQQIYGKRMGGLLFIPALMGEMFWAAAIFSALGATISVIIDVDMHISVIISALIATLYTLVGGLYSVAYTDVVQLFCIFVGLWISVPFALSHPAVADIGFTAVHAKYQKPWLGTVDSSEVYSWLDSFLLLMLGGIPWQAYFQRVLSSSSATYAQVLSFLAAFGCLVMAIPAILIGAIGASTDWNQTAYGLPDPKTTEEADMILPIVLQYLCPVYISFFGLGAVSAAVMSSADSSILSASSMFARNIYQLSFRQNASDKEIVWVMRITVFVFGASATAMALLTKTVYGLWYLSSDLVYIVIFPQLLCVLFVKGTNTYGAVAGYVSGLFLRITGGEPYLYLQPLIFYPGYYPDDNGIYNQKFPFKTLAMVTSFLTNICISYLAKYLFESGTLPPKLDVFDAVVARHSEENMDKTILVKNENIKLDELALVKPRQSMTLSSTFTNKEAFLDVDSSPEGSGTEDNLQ
CHT block – inhibits the human high affinity choline transporter; AID 488975; 310,000 compounds, 0.86% hits; B-score at 10 µM; CHT-expressing cells, membrane potential dye, choline response; stronger effect = lower value; Q9GZV3;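 active = B-score over 3 SD under the library average, and starting fluorescence ratio not unusually high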;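 also: choline stimulus applied at its EC90 after an EC20 pre-addition; B-score computed on integrated fluorescence ratio after choline addition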
* = called active by the depositor; i = inactive.

Values run as follows: CHT block | CHT PAM
- Cc1cc(NC(=O)CCC(=O)N(CCc2ccccc2)C(C(=O)NC2CCCC2)c2ccco2)no1 (stereo not given)
  i | i
- Cn1nnnc1CCOCCc1nnnn1C
  i | i
- CCO/N=C(\C)c1c(O)c2ccccc2n(C)c1=O
  i | i
- COc1ccc(C)cc1-n1nnnc1SCc1csc(C)n1
  i | i
- CS(=O)(=O)Cc1ccc(C(=O)Nc2cccc(-c3nc4ccccc4[nH]3)c2)cc1
  i | i
- CCN(CC)C(=O)c1[nH]cnc1C(=O)N[C@@H](C)C(=O)OC(C)(C)C
  i | i
- CCN(CC)C(=S)NCCc1ccccc1
  i | i
- Cc1ccc(CNC(=O)C2c3ccccc3C(=O)N(C)C2c2c[nH]c3ccccc23)o1 (stereo not given)
  i | i
- COc1ccc2c(CC(=O)Nc3ccccc3OC)coc2c1
  i | i
- COc1ccccc1CN1CC(C(=O)NCc2cc(C(C)C)no2)CCC1=O (stereo not given)
  i | i
- COc1cccc(NC(=O)c2sc3nc4n(c(=O)c3c2C)CCC4)c1
  i | i
- COc1ccc(S(=O)(=O)NCC(=O)O)cc1C(=O)NC1CCCCC1
  i | i
- O=C(NCCc1ccc(O)c(O)c1)C1COc2ccccc2O1 (stereo not given)
  i | i
- COc1ccc(NC(=O)C(c2ccccc2)c2ccccc2)c(OC)c1
  i | i
- COc1cccc(C2NC(=O)c3ccccc3O2)c1OC (stereo not given)
  i | i
- C[C@H](NC(=O)c1ccccc1Cl)C(=O)Nc1ccccc1F
  i | i
- COc1ccc(C(=O)NCS(=O)(=O)c2ccc(C)cc2)cc1
  i | i
- O=[N+]([O-])c1ccc(C(O)CN2CCN(Cc3ccccc3)CC2)cc1 (stereo not given)
  i | i
- COc1ccccc1N1CCN(C(=O)C2CCCO2)CC1 (stereo not given)
  i | i
- Cc1ccc(-c2nc(N=Nc3ccc(O)cc3)n[nH]2)cc1
  i | i
- CC(C)N(c1ccccc1)c1ccc(NC(=S)NCCN(C)C)cc1
  i | i
- Cc1cc(N/C=C2\CCCCC2=O)no1
  i | i
- COc1cccc(NC(=O)CN(c2cccc(C(F)(F)F)c2)S(C)(=O)=O)c1
  i | i
- CCn1cc(CN2CCCC(C(=O)c3ccc(-c4ccccc4)c(F)c3)C2)cn1 (stereo not given)
  i | i
- O=C(COc1ccc(Br)cc1)N(CCO)CCO
  i | i
- COc1ccccc1N=CC1=C(O)CC(c2ccccc2)CC1=O (stereo not given)
  i | i
- COc1ccc(CNC(=O)CCCNC(=O)c2ccc(Cl)cc2)cc1OC
  i | i
- c1ccc(OCCn2c(-c3ccco3)nc3ccccc32)cc1
  i | i
- CN(C)CCCNS(=O)(=O)c1ccc(NC2CCCCCC2)c([N+](=O)[O-])c1
  i | i
- COc1ccc(/C=N/NC(=O)c2c(C)nc3ccc(Br)cn23)cc1OC
  i | i
- COc1ccc2nc(C)cc(SCC(=O)N/N=C/c3ccccc3)c2c1
  i | i
- Cc1ccc(-c2nc(CSCC(=O)NCc3cccnc3)c(C)o2)cc1
  i | i
- Cc1[nH]c2ccccc2c1C(=O)CSc1ccccc1
  i | i
- Cc1ccc2nc(NC(=O)CC3Oc4ccccc4NC3=O)sc2c1 (stereo not given)
  i | i
- Cc1cccc(Nc2c3c(nc4ncnn24)CCC3)c1
  i | i
- CCOC(=O)c1[nH]c(C)c(C)c1C
  i | i
- CCCN1CCN(CCCNC(=O)c2cc3c(=O)oc4ccc(C)cc4c3s2)CC1
  i | i
- COC(=O)C1=C(O)/C(=C/c2cccc(OC)c2O)N=C1C
  i | i
- COc1ccc2nc(C)cc(N3CCOCC3)c2c1
  i | i
- O=C(NCCc1ccc(Cl)cc1)C1CCN(C(=O)c2ccc(F)cc2)CC1
  i | i
- Cc1cc(C)n(CCNC(=O)c2cc(COc3ccc4ncccc4c3)on2)n1
  i | i
- CCOC(=O)C1CCN(Cc2cn[nH]c2-c2ccc(C)cc2)CC1
  i | i
- O=C(c1ccc(S(=O)(=O)N2CCCCC2)cc1)N1CCN(c2ccccc2)CC1
  i | i
- CC1(C)CC(=O)C2=C(C1)OC(N)=C(C#N)C2c1cn(-c2ccccc2)nc1-c1ccc(F)cc1 (stereo not given)
  i | i
- CCOC(=O)c1ccccc1NC(=O)C=C(C)C
  i | i
- CC1CCc2c(sc(NC(=O)c3nc4ncccn4n3)c2C#N)C1 (stereo not given)
  i | i
- Cc1c(Cl)cccc1NC(=O)C(=O)NNC(=O)c1ccccc1F
  i | i
- Nc1nnc(SCC(=O)Nc2cccc3ccccc23)s1
  i | i
- COC(=O)COc1cccc2c(=O)n(CC(=O)NCCc3ccccc3)ccc12
  i | i
- CC(=O)c1cn(C2OC(CO)C3OC(C)(C)OC32)c(=O)n(C)c1=O (stereo not given)
  i | i
- CCOC(=O)C(=O)Nc1nnc(SCc2ccc(F)cc2)s1
  i | i
- CC1C(=O)OC(c2ccc(Cl)cc2)C(C)(C)C1=O (stereo not given)
  i | i
- Cc1ccc(NC(=O)/C(=C\c2ccc([N+](=O)[O-])cc2)NC(=O)c2ccccc2)cc1
  i | i
- CCCCN(C(=O)C1CCCO1)c1c(N)n(CC(C)C)c(=O)[nH]c1=O (stereo not given)
  i | i
- COc1ccccc1Cn1c(CO)nc2ccccc21
  i | i
- Cc1ccc(NC(=O)Cc2ccc([N+](=O)[O-])cc2)c(Br)c1
  i | i
- CCN(C(=O)COc1cccc2cccnc12)C1CCS(=O)(=O)C1 (stereo not given)
  i | i
- C/C(=N\Nc1nc(N2CCCCCC2)nc(N2CCCCCC2)n1)c1ccccc1
  i | i
- Cc1cc(C)c2c(N=NN3CCCCC3)[nH]nc2n1
  i | i
- O=C(NNc1cc(C(F)(F)F)nc2ccccc12)Nc1cccc(Cl)c1
  i | i

Further structures follow.
Values run as follows: CHT block | CHT PAM
- O=C(CS(=O)CC(=O)N(c1ccccc1)C(C(=O)NC1CCCCC1)c1ccco1)Nc1ccc(F)cc1 (stereo not given)
  i | i
- Cc1ccc(NC(=O)COc2ccc(N3CC(C(N)=O)CC3=O)cc2)c(C)c1 (stereo not given)
  i | i
- C1CCN=C(Nc2nn[nH]n2)CC1
  i | i
- Cc1cccc(/C(N)=N/OC(=O)COc2ccccc2Cl)c1
  i | i
- COc1ccc(S(=O)(=O)N2CCN(C(=O)N(C)C)C2C)cc1 (stereo not given)
  i | i
- Cc1ccc(S(=O)(=O)N2CCC(=O)N(C(COCc3cccc(C)c3)Cc3ccccc3)CC2)cc1 (stereo not given)
  i | i
- CC(C(=O)NC(C)(C)C)N(C(=O)CS(=O)CC(=O)Nc1ccc(F)cc1)c1ccccc1F (stereo not given)
  i | i
- CC(C)Nc1nc(-c2cccnc2)nc(-c2ccc(Cl)cc2)c1C#N
  i | i
- S=C(NCCc1ccccc1)Nc1ccccn1
  i | i
- CCC(C)(C)NC(=O)C(C(C)C)N(CC1CCCO1)C(=O)CNS(=O)(=O)c1ccc(F)cc1 (stereo not given)
  i | i
- COc1cc(-c2c(C#N)c(N)nc3[nH]c(=S)[nH]c(=O)c23)ccc1O
  i | i
- O=C(COC(=O)CNC(=O)c1ccc(Cl)cc1Cl)NC(=O)NC1CCCCC1
  i | i
- CC(C)Sc1nnc(CNC(=O)C23CC4CC(CC(C4)C2)C3)n1Cc1ccccc1
  i | i
- COc1ccc(C(=O)Oc2c(CN3CCOCC3)cc(Cl)c3cccnc23)cc1
  i | i
- O=S(=O)(NC1CCCCC1Oc1ccccc1)c1ccccc1 (stereo not given)
  i | i

Brought forward from above: two entries; new compounds follow.
Values run as follows: CHT block | CHT PAM
- COc1ccc(C(=O)Oc2c(CN3CCOCC3)cc(Cl)c3cccnc23)cc1
  i | i
- O=S(=O)(NC1CCCCC1Oc1ccccc1)c1ccccc1 (stereo not given)
  i | i
- Cc1nc(-c2ccccc2)[nH]c(=O)c1Oc1ccc(Cl)cc1Cl
  i | i
- CCOC(=O)c1[nH]c(C)c(C(=O)OCC(=O)Nc2sc3c(c2C#N)CCCCC3)c1C
  i | i
- Cc1ccc(NC(=O)NCCN2CCCCC2)cc1
  i | i
- O=C(CCN1C(=O)/C(=C/c2ccccc2)SC1=S)NNC(=O)c1ccncc1
  i | i
- Clc1cc2c(nn1)Nc1ccccc1S2
  i | i
- Cc1ccc(-c2nnc(NCc3nc4ccccc4[nH]3)c3ccccc23)cc1S(=O)(=O)N(C)C
  i | i
- COc1ccc(NC(=O)c2ccc3c(c2)C(=O)N(CC2CCCO2)C3=O)cc1O (stereo not given)
  i | i
- O=C(CSCc1ccc(Br)cc1)N=Nc1c(O)[nH]c2ccccc12
  i | i
- O=S(=O)(CCc1nc2ccccc2s1)c1ccc(Cl)cc1
  i | i
- Cc1cc(NC(=O)c2c(C)noc2C)no1
  i | i
- CCOc1cc(C(=O)Nc2ccc(C)cc2O)ccc1OCC(=O)N1CCOCC1
  i | i
- COc1ccccc1/C=C/C(=O)NCC(=O)N/N=C/c1ccc(C(=O)O)cc1
  i | i
- O=C(Nc1ccc(Oc2ccsc2C(=O)O)cc1)c1ccccc1
  i | i
- CCn1cc(C(=O)N(C)c2ccc(OC)cc2)c2cc(OC)c(OC)cc2c1=O
  i | i
- CN(C)C(CNC(=O)c1cc(S(=O)(=O)N(C)c2ccccc2)ccc1Cl)c1ccccc1 (stereo not given)
  i | i

Among those listed so far, six contain an aryl thioether with sulfur outside any ring.
Values run as follows: CHT block | CHT PAM
- COc1ccc(C)cc1-n1nnnc1SCc1csc(C)n1
  i | i
- COc1ccc2nc(C)cc(SCC(=O)N/N=C/c3ccccc3)c2c1
  i | i
- Cc1[nH]c2ccccc2c1C(=O)CSc1ccccc1
  i | i
- Nc1nnc(SCC(=O)Nc2cccc3ccccc23)s1
  i | i
- CCOC(=O)C(=O)Nc1nnc(SCc2ccc(F)cc2)s1
  i | i
- CC(C)Sc1nnc(CNC(=O)C23CC4CC(CC(C4)C2)C3)n1Cc1ccccc1
  i | i

(cont.)
Values run as follows: CHT block | CHT PAM
- CN(C)C(=O)c1nnc(Cc2ccc(Cl)cc2)o1
  i | i
- Cc1ccc(S(=O)(=O)N2CC(O)CC2C(=O)NCc2ccc3c(c2)OCO3)cc1 (stereo not given)
  i | i
- COc1ccc(C(O)c2nccc3cc(OC)c(OC)cc23)cc1OC (stereo not given)
  i | 9.21*
- O=C(Cc1ccc(Cl)cc1)NCC(=O)N1CCCCCC1
  i | i
- CC(=O)Nc1ccc(S(=O)(=O)NNc2ccc([N+](=O)[O-])cc2)cc1
  i | i
- O=S(=O)(c1ccc(NC(=S)NN=C2CCCCC2)cc1)N1CCOCC1
  i | i
- COc1ccc(C2(NC(C)=O)CCN(C(=O)c3ccco3)CC2)cc1
  i | i
- CC(=O)Nc1ccc(NC(=O)C(C)OC(=O)C2(c3ccc(F)cc3)CCCC2)cc1 (stereo not given)
  i | i
- CC1CCCCC1NC(=O)CSc1nnc(-c2ccccc2)n1N (stereo not given)
  i | i
- NC(=O)N/N=C1\CCS(=O)(=O)c2ccc(F)cc21
  i | i
- CC(C)C(OC(=O)c1ccco1)C(=O)NCc1ccc2c(c1)OCO2 (stereo not given)
  i | i
- CC(C)N1CN=C(Nc2nc3ccccc3o2)NC1
  i | i
- O=C(NCC1CCCO1)C(c1ccc(N2CCOCC2)cc1)N(C(=O)Cn1nnc2ccccc21)c1ccccc1F (stereo not given)
  i | i
- O=C(NN=C1CCCC1)c1cc(-c2ccccc2)n[nH]1
  i | i
- CC(C)(C)c1ccc(S(=O)(=O)/N=C2\C=C(NS(=O)(=O)c3ccccc3)C(=O)c3ccccc32)cc1
  -8.71* | i
- CCn1c(C(=O)Nc2ccsc2C(=O)OC)cc2sc(Cl)cc21
  i | i
- COc1ccc(Br)c2c1C(=O)CC2
  i | i
- CC1(C)C2CCC1(CS(=O)(=O)NC(CC(=O)O)c1cccc(Br)c1)C(=O)C2 (stereo not given)
  i | i
- OC(Cn1cncn1)(Cn1cncn1)c1ccc(F)cc1F
  i | i
- Cc1noc(C)c1S(=O)(=O)N1CCC(C(=O)NCCCN2CC(C)CC(C)C2)CC1 (stereo not given)
  i | i
- COc1ccc2cc(Br)ccc2c1CC(=O)N1CCCC1
  i | i
- COCc1[nH][nH]c(=O)c1C=Nc1ccccc1
  i | i
- N#Cc1ccc(NC(=O)Cn2cnc(S(=O)(=O)N3CCOCC3)c2)cc1
  i | i
- O=S(=O)(c1ccccc1)c1ccccc1/C=N\O
  i | i
- COc1ccc(C(C(=O)NC2CCCCC2)N(Cc2ccco2)C(=O)c2ccccn2)c(OC)c1 (stereo not given)
  i | i
- COc1ccc(C(=O)COC(=O)CCNS(=O)(=O)c2ccccc2)c(OC)c1
  i | i
- Cc1cc(F)ccc1S(=O)(=O)Nc1ccccc1C(=O)Nc1ccccc1-c1nc2ccccc2[nH]1
  i | i
- Cc1oc(-c2ccc(Cl)cc2)cc1-c1nn2c(-c3ccoc3C)nnc2s1
  i | i
- CCOC(=O)C1=C(c2ccccc2)OC(N)=C(C#N)C1c1ccc(Br)s1 (stereo not given)
  i | i
- O=S1(=O)CCOC[C@H](CC2CCCCC2)N1Cc1cccc(F)c1
  i | i
- CCc1ccccc1NS(=O)(=O)c1cc2c(cc1C)n(C)c(=O)c(=O)n2C
  i | i
- O=C(CN(CC1CCCO1)C(=O)CNS(=O)(=O)c1ccc(Cl)cc1)NCC1CCCO1 (stereo not given)
  i | i
- CC(/C=N\NC(=O)Cn1cncn1)=C/c1ccc(C(C)C)cc1
  i | i
- CCOC(=O)c1sc2nc3n(c(=O)c2c1C)CCC3
  i | i
- CC(C)NC(=O)COC(=O)c1ccc(S(=O)(=O)N2CCCC2)cc1
  i | i
